PLCg1 inh = PLC-gamma1 enzyme inhibitors, primary screen, biochemical, fluorescence, purified enzyme; 1-phosphatidylinositol 4,5-bisphosphate phosphodiesterase gamma-1 (Homo sapiens), P19174; fluorogenic substrate; inhibition, % at 12.2 µM; 0.84% of 370,000 active; in the data active means inhibition above about 9.5%
Target sequence (P19174 whole entry, looked up): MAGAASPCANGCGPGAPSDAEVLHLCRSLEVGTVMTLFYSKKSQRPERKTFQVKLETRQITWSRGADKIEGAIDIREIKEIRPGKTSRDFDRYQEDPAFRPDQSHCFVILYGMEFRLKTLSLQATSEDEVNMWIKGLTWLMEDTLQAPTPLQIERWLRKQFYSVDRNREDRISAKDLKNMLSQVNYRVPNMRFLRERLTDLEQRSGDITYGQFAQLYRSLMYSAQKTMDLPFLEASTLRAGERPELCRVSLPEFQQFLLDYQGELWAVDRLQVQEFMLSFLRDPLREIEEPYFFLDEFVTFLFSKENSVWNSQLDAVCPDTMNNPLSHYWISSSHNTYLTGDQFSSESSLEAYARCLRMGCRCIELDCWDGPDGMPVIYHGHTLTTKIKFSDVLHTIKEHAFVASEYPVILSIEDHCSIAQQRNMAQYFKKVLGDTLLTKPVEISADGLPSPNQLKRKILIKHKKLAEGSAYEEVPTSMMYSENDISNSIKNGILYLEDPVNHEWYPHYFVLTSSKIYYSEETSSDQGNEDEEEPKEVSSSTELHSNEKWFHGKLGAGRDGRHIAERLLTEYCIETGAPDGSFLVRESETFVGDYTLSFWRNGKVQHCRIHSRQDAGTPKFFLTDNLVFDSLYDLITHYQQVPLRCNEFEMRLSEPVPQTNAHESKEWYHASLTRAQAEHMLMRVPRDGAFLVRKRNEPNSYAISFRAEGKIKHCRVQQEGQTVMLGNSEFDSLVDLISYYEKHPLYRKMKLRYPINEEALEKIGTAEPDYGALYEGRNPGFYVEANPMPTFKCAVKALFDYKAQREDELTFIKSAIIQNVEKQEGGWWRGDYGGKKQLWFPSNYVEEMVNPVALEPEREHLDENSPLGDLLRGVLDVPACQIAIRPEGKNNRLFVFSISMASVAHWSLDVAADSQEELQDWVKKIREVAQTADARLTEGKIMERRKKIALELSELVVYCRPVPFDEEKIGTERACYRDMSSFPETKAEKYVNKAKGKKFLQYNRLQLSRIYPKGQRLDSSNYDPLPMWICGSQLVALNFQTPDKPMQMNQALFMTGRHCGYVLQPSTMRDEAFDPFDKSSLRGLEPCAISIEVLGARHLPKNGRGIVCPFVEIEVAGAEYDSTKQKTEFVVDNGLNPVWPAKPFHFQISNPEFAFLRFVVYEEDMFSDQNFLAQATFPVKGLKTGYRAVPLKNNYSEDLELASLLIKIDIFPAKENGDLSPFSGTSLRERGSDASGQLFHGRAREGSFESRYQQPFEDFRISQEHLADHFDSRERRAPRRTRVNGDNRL
proKLK7 act = proKLK7 zymogen activators, primary screen, biochemical, fluorescence intensity | activation, % at 7 µM | AID 652039, 2013 | 0.9% of 370,000 active | purified proKLK7, EDANS-DABCYL substrate fluorescence; 100% is mature enzyme control, 0% vehicle | Kallikrein-7 (Homo sapiens), P49862;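 active means activation above the mean of all tested compounds plus 3 SD, computed per campaign excluding outliers beyond control limits, cut at about 13% in these data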
TDP2 absorb = human TDP2 enzyme inhibitors, primary screen, biochemical, epi absorbance, recombinant enzyme. Tyrosyl-DNA phosphodiesterase 2 (Homo sapiens), O95551. T5PNP hydrolysis, p-nitrophenol absorbance 415 nm. inhibition, % at 12.8 µM. 0.34% of 370,000 active. AID 720702, 2013;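 active means inhibition above the mean of all tested compounds plus 3 SD, set per campaign, cut at about 25% in these data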;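 further: 0% = DMSO with enzyme and 100% = buffer with substrate but no TDP2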
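Test system: human TDP2 enzyme; Input: 120 nM TDP2 per well; Buffer or medium: Mg2+-containing Tris-HCl buffer, pH 7.5; Reagent: 5 mM T5PNP; Dosing: 12.8 µM single point, 1% DMSO; Incubation: reaction 2 h, 37 °C; Detection: p-Nitrophenol epi absorbance; Read-out: % inhibition relative to enzyme-containing and enzyme-free wells; Replicates: single well per compound.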
ARFGAP1 inh = inhibitors of rat ARFGAP1 GAP activity, primary screen, biochemical, fluorescence polarization, GDP tracer | 0.26% of 360,000 active | Arfgap1-stimulated ARF1 GTP hydrolysis, GDP FP detection | ADP-ribosylation factor GTPase-activating protein 1 (Rattus norvegicus), Q62848 | AID 651572, 2012 | inhibition, % at 16.5 µM;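 active means inhibition above a per-plate limit, mean inhibition of low control wells plus 3 SD, cut at about 25% in these data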;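 further: 0% = DMSO wells with enzyme and 100% = wells lacking Arfgap1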
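material = rat Arfgap1 catalytic domain, aa 1-136 | also added = human ARF1(Δ1-17)-GTP substrate | compound dosing = one concentration, 16.5 µM, DMSO 1.26% | times = GTP hydrolysis reaction 2 h at 25 °C | measured by = FP, GDP Alexa 633 tracer displaced from anti-GDP antibody, 620/688 nm | evaluation = percent inhibition of Arfgap1-stimulated GTP hydrolysis | replication = single well per compound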
Tn7 DDE FP = inhibitors of Tn7 peptide binding to fibrin DD(E), primary screen, biochemical, fluorescence polarization, human fibrin, Tn7 probe. Fibrinogen beta chain (Homo sapiens), P02675. FP displacement of FITC-Tn7 peptide from fibrin DD(E); 0% = median of compound wells per plate. inhibition, % at 8.3 µM. 0.13% of 370,000 active. AID 720508, 2013;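 active means inhibition above the mean of compounds falling within the control limits plus 3 SD of them, cut at about 14% in these data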;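 further: 0% = plate median of compound wells and 100% = 10 µM Aha-Tn7 peptide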
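Assay system: Fibrin-DD(E) protein isolated from polymerized human fibrin clots; read-out basis: percent inhibition; medium: Tris/NaCl/CaCl2 buffer, pH 7.8; signal: FP measurement; incubation: 10 min plus 3 h, room temperature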
ADAM10 inh = human ADAM10 inhibitors, primary screen, biochemical, QFRET, HTS; Disintegrin and metalloproteinase domain-containing protein 10 (Homo sapiens), O14672; recombinant ADAM10, EDANS/DABCYL FRET peptide cleavage, 3 h; inhibition, % at 7 µM; 0.62% of 370,000 active;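 active means inhibition above a per-campaign cutoff equal to the mean of compounds falling between control-based bounds plus 3 SD, cut at about 20% in these data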;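 further: 0% = DMSO wells while the 100% control is not disclosed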
DDE Tn6 FP inh = inhibitors of Tn6 peptide binding to fibrin DD(E), primary screen, biochemical, fluorescence polarization, human fibrin, Tn6 probe | Fibrinogen beta chain (Homo sapiens), P02675 | Fibrin DD(E) TRITC-Tn6 fluorescence polarization displacement | inhibition, % at 8.3 µM | 0.21% of 370,000 active | AID 720509, 2013;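 active means inhibition above a per-campaign cutoff: mean of compounds within control limits plus 3 SD, cut at about 15% in these data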;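 further: 0% = median of all compound wells on the plate and 100% = blocking peptide control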
ADAM17 inh = ADAM17 inhibitors, primary screen, biochemical, QFRET; recombinant ADAM17, EDANS/DABCYL FRET peptide cleavage; inhibition, % at 6.95 µM; 0.83% of 370,000 active;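 active means inhibition above the mean of compounds lying between control limits plus 3 SD, set per campaign, cut at about 8.5% in these data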;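 further: 0% = DMSO-only wells as the low control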
LEDGF integ inh = blockers of LEDGF/p75-dependent integrase strand transfer – biochemical, TR-FRET, high throughput, primary screen. TR-FRET IN-LEDGF/p75 DNA integration, Eu/Cy5. 0.64% of 370,000 active. inhibition, % at 3.7 µM;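 active means inhibition above the screen-wide mean plus 3 SD, cut at about 13% in these data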;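 further: signal is the Cy5 over europium emission ratio at 671 and 618 nm; 0% = plate median of compound wells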
ASAP1 GAP inh = inhibitors of human ASAP1 ArfGAP activity, primary screen, biochemical, fluorescence polarization; 0.19% of 360,000 active; AID 624377, 2012; Arf-GAP with SH3 domain, ANK repeat and PH domain-containing protein 1 (Homo sapiens), …; inhibition, % at 16.5 µM; ASAP1-stimulated ARF1 GTP hydrolysis, GDP FP detection; in the data active means inhibition above about 25%;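 further: 0% = vehicle with enzyme and substrate and 100% = no enzyme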
The depositor's hits bear a star; i = inactive; . = not tested or not shown.

SMILES	PLCg1 inh	proKLK7 act	TDP2 absorb	ARFGAP1 inh	Tn7 DDE FP	ADAM10 inh	DDE Tn6 FP inh	ADAM17 inh	LEDGF integ inh	ASAP1 GAP inh
Cc1nnc(SCC(=O)c2ccccc2)n1Cc1ccccc1	-0.7	-0.6	13.6	0.9	-2.8	-1.7	-3.0	1.5	-0.5	-9.3
O=C(C1=C(O)C(=O)N(Cc2ccccc2)C1c1ccncc1)c1ccco1 (configuration not stated)	-7.1	0.1	5.3	-1.5	-9.3	-1.2	1.0	-3.9	1.7	3.6
O=C(COC(=O)c1cnccn1)c1ccccc1	-0.7	0.0	-3.5	3.6	-1.9	-1.6	-5.5	-1.8	-1.9	10.6
COc1ccc(C)cc1NC(=O)CN(c1ccccc1)S(C)(=O)=O	5.5	0.2	-5.1	2.6	-7.7	4.6	-8.3	-0.9	-0.3	8.0
CCCc1cc2c(OC(=O)CC)c(-c3ccc(C(=O)OCC)o3)c(=O)oc2cc1OC	i	6.0	7.2	-16.8	-2.1	i	-10.2	-328.2	2.8	-1.1
CCSc1nnc(NC(=O)[C@H](C)NC(=O)c2ccccc2Cl)s1	-1.8	-0.3	0.5	2.2	5.8	-2.4	-1.2	-4.5	-3.8	-1.0
COc1ccc(CN2C(=O)C(C)Nc3ncnc(N4CCN(c5ccccn5)CC4)c32)cc1 (configuration not stated)	-1.6	0.2	-5.8	-2.1	2.1	-6.4	1.3	-2.9	0.0	9.5
CC1=C(C(=O)Nc2ccccc2)C(c2ccc(C)cc2)N=C(Nc2nc3ccccc3o2)N1 (configuration not stated)	-3.2	-1.6	0.4	-0.9	0.6	-22.5	-3.5	-11.5	-2.1	-1.7
O=C(NCCC(=O)N1CCN(C(=O)c2ccco2)CC1)c1ccc(Br)cc1	0.9	0.2	-20.2	7.4	3.1	-9.0	-3.0	-3.2	-0.9	1.4
O=C(CSCc1ccccc1Br)Nc1ccccc1	2.4	-0.3	7.4	-5.1	3.5	0.8	-1.2	0.9	0.3	-12.5
Cc1nc2c(o1)CCc1ccccc1C2O (configuration not stated)	1.5	-1.1	2.3	-9.1	6.4	2.6	1.1	-7.0	-1.1	3.3
Cn1nc(-c2ccc(OCC(N)=O)cc2)c2ccccc2c1=O	2.4	-0.4	17.1	-9.3	0.9	-7.8	8.2	-1.9	-1.1	-0.4
Cc1nccc(-c2ccc3c(c2)OCO3)n1	-64.5	3.4	-15.0	-7.8	1.9	-138.5	2.9	-52.5	-2.3	-6.7
C[C@H]1CNCCN1c1ccc(N2CCS(=O)(=O)CC2)c(C#N)c1	-35.6	2.6	-1.5	8.7	6.6	-31.5	2.6	-10.0	-0.9	-9.1
O=C(/C=C/c1cccnc1)/C=C/c1cccnc1	2.2	-0.4	10.4	-9.8	-3.2	-4.7	-0.4	1.3	-1.3	10.4
COc1cccc(C(c2nnnn2CS(=O)(=O)c2ccc(C)cc2)N2CCN(C)CC2)c1OC (configuration not stated)	0.8	-0.2	6.5	-0.9	0.6	-10.8	-0.6	-5.5	-0.1	16.0
O=c1c(NCCc2ccc(Cl)cc2)c(-c2ccccc2)c1=O	2.1	0.2	-4.0	5.6	1.9	-0.2	-5.5	-3.0	1.0	5.3
CC(C)N(Cc1nc(-c2ccccc2)no1)C(=O)COc1ccccc1	1.2	0.2	-2.5	14.1	4.9	-6.1	-6.8	-0.1	-3.5	-13.8
O=S(=O)(Nc1nc2ccccc2nc1OCC(F)(F)F)c1cccs1	-8.5	0.6	0.6	5.6	4.6	-12.6	3.1	-10.2	-6.5	2.1
Cc1ccc(NC(=O)[C@H](Cc2ccccc2)NC(=O)CC[C@H]2O[C@@H](n3ccc(=O)[nH]c3=O)[C@H](O)[C@@H]2O)cc1C	1.2	-0.3	7.0	8.7	-2.0	-2.8	4.2	-1.7	2.7	2.4
C=C(C)CNC(=S)Nc1ccc(S(=O)(=O)Nc2cnc3ccccc3n2)cc1	-1.7	0.7	6.4	14.4	-5.5	-19.7	-0.3	-6.4	4.1	6.1
CCCCN1CCC(=O)NC1=O	7.5	0.1	5.2	12.1	1.9	-6.0	2.0	-8.5	-0.5	-4.6
CCCc1nnc(SCC(=O)N2CCCCC2)n1CC1CCCO1 (configuration not stated)	-1.1	0.7	2.5	4.8	-9.2	-4.3	6.7	-2.8	0.1	-1.8
CCOC(=O)N1CCN(C(=O)C[C@@H]2C[C@@]3(C(=O)OCC)CCC=C3N(CCC3=CCCCC3)C2=O)CC1	0.6	0.1	5.8	8.4	-7.5	-0.9	4.9	-4.0	2.8	-3.3
CCc1ccc(C(=O)COC(=O)CNC(=O)COc2ccccc2)cc1	4.1	-0.2	-5.4	11.4	-3.0	0.6	1.0	6.5	0.9	11.4

New compounds follow.
SMILES	PLCg1 inh	proKLK7 act	TDP2 absorb	ARFGAP1 inh	Tn7 DDE FP	ADAM10 inh	DDE Tn6 FP inh	ADAM17 inh	LEDGF integ inh	ASAP1 GAP inh
COc1cccc(C(c2nnnn2CC2CCCO2)N2CCN(C(=O)c3ccco3)CC2)c1OC (configuration not stated)	4.0	0.3	3.6	-9.2	-0.8	-7.1	-3.3	-1.0	-0.6	-5.4
Cc1ccc(C(=O)NCCC(=O)NCc2ccco2)cc1	1.3	0.5	0.2	10.5	-4.0	1.9	-4.5	0.1	0.8	3.7
CCCC(=O)Nc1ccc(C(=O)N/N=C2\CC(=O)CC(C)(C)C2)cc1	-51.2	-1.1	6.9	-9.3	1.7	-43.9	3.8	-17.1	-2.2	-8.6
S=c1[nH]nc(-c2ccccc2)n1/N=C/c1ccc(Cl)cc1	1.4	0.2	-7.1	-6.3	6.2	12.8	6.4	4.1	-4.5	0.6
Cc1nnc(SCC(=O)NCc2ccccc2)n1-c1ccccc1	-0.6	0.0	2.5	-1.2	3.6	-6.8	13.7	-1.4	-3.4	2.9
Cc1ccc(S(=O)(=O)CC(CN2CCOCC2)N2CCOCC2)cc1 (configuration not stated)	3.4	-0.2	-6.1	-3.6	1.7	-1.4	5.0	2.7	-0.8	0.8
Cc1cc(C)c(NC(=O)c2cn3c4c(c(N5CCN(C)CC5)c(F)cc4c2=O)OCC3C)c(C)c1 (configuration not stated)	-113.5	1.7	0.6	2.7	1.5	-335.3	0.4	-84.0	1.2	1.5
Cc1cc(Nc2ccccc2Cl)n2nnnc2n1	-2.7	-0.3	-0.8	2.0	1.5	3.9	-1.6	-1.4	-5.5	0.2
COc1cccc(-c2c(C(=O)N/N=C/C3CC=CCC3)nnn2-c2nonc2N)c1 (configuration not stated)	-4.1	0.2	4.0	-1.7	-1.7	4.8	-3.6	-3.3	-0.8	-15.5
CS(=O)(=O)n1nc(-c2ccccc2)nc1NCc1ccco1	-1.0	-0.3	2.1	4.2	7.3	3.7	1.8	-2.1	6.0	19.7
CC1CC(C)CN(C(C)C(=O)Nc2cc(S(=O)(=O)N3CCCCC3)ccc2Cl)C1 (configuration not stated)	-2.6	-0.2	-2.8	3.6	1.0	-13.2	4.5	-2.4	-5.2	-7.2
COc1cccc(NC(=S)N(CCc2c(C)[nH]c3ccccc23)Cc2cccs2)c1	1.7	0.7	-5.9	2.5	4.1	2.3	0.0	4.0	-0.6	8.0
COc1ccc2cnn(Cc3ccccc3)c(=O)c2c1OC	-0.6	-0.6	4.6	-6.8	-0.8	-26.4	-3.9	-11.1	-0.8	1.2
CCOc1ccc(/C=C2\SC(=S)N(CCC(=O)N(CCO)c3ccccc3)C2=O)cc1	-0.4	0.3	-13.4	17.2	-5.4	9.8	-7.0	3.7	-3.2	1.4
CCCCn1nc2cc(C(=O)NCc3ccco3)ccc2c1OCC	-291.9	5.5	3.6	-2.1	6.6	i	-3.3	-166.3	-0.5	4.8
CCCOc1ccccc1/C=C(\C#N)C(=O)Nc1cccc(C)n1	-4.7	0.7	11.3	4.2	0.1	-28.8	-4.6	-15.0	-0.7	-1.3
COc1ccccc1C(=O)NC1CCCCN(C(C)C)C1=O (configuration not stated)	2.5	0.9	-5.1	.	3.6	-12.3	-1.2	-7.1	-1.4	.
COc1cc(OC)c(C(=O)CCC(=O)O)cc1OC	-1.9	0.2	-1.1	5.4	4.6	-0.7	2.0	-0.3	3.5	2.3
O=C(N/N=C/c1cccc2ccccc12)c1cccnc1	2.8	-1.0	-9.2	6.9	-1.0	-4.8	-4.1	-0.6	6.4	-4.5

This is a random part of the collection; 4.2% or so of the library scored in one or more.
